HTR5A inv ag: inverse agonist of human HTR5A in OPRM1-OPRD1 counter-screen; HTR5A cell line, luminescence, inverse agonism; inhibition, % at 9.3 µM; 0.083% of 340,000 active; AID 504634; in the data active means inhibition mostly above about 23%, no sharp cut-off; inactive means mostly below about 18%;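 further: 0% = cells with DMSO and 100% = no-cell wells with DMSO; some compounds called inactive have numbers as strong as hits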
Target sequence (P47898 whole entry, looked up): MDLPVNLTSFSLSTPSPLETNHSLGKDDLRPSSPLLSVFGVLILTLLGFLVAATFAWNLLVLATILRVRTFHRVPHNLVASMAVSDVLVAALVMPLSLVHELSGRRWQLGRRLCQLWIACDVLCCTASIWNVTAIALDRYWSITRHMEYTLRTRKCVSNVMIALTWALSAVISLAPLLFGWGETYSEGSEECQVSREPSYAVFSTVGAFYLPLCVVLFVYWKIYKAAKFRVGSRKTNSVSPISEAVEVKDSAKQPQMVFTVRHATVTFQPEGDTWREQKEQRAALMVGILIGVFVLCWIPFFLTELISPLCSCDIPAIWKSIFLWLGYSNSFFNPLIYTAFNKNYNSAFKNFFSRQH
PKA-R2B act: PKA-R2B complex activation | P22694+P31323 | PKA-R2B holoenzyme dissociation, Cy5-IP20 fluorescence polarization; R2B truncated from residue 108, S112A mutant; 0% DMSO only, 100% 113 µM cGMP | activation, % at 11.4 µM | 0.079% of 340,000 active | AID 504700;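 active means activation above a cutoff set at the mean over all compounds plus 3 SD, cut at about 18% in these data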;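 further: higher means more holoenzyme dissociation and a rise in polarization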
Target sequence (P31323 whole entry, looked up, other chains not shown, the tested form may be a part): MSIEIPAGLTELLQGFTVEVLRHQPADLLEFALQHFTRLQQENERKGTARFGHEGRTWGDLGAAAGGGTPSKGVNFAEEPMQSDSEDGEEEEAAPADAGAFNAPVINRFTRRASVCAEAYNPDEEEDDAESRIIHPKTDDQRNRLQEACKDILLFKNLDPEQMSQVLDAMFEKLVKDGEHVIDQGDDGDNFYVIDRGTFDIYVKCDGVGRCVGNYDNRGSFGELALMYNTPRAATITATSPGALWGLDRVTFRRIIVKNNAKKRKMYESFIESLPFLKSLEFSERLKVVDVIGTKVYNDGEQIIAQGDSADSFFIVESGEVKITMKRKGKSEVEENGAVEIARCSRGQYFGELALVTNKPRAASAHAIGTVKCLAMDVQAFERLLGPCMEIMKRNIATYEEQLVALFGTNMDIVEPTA
Mot1-301 SUMO: SUMOylation pathway inhibition by Mot1-301 growth rescue; growth rescue, % at 18.8 µM; S. cerevisiae Mot1-301 growth rescue, ATP luminescence, 38.5C; percent above DMSO median, 100 means doubled; 1% of 320,000 active;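 active means every valid replicate shows activation above 250% relative to neutral control wells; inactive means the rest, any valid replicate at or below 250%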;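 further: OY570 slx delta 5 strain wells were the positive control but not used for scaling; some compounds called inactive have numbers as strong as hits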
OPRM1-OPRD1 inv: inverse agonists of human mu-delta opioid receptor heterodimerization; 0.21% of 340,000 active; AID 504357; P35372+P41143; cell-based MOR-DOR heterodimer luminescence, inverse agonism; inhibition, % at 9.3 µM; in the data active means inhibition above about 22%, passing the limit was not always enough;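 further: 0% = cells with DMSO and 100% = wells without cells with DMSO; values of inactives mirror those of a sister screen read the other way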
AddAB inh: less growth of phage-infected E. coli with AddAB. E. coli expressing H. pylori AddAB, absorbance growth. inhibition, % at 11.9 µM. 0.29% of 330,000 active; in the data active means inhibition above about 12%;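 further: 0% = vehicle wells of infected cells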
PKA-R1A act: activates the PKA-R1A holoenzyme complex; P00514+P68181; PKA-R1A dissociation, Cy5-IP20 fluorescence polarization; scaled: DMSO 0%, 113 µM cGMP 100%; activation, % at 11.4 µM; 0.083% of 340,000 active; AID 504707;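 active means percent activation above the mean of all tested compounds plus 3 SD, cut at about 19% in these data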;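 further: higher means more PKAc released from R1A so a rise in polarization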
phage Ecoli inh: E. coli growth loss with phage present; growth absorbance; 0.26% of 360,000 active; inhibition, % at 11.9 µM; AID 651602; in the data active means inhibition above about 11%
MOR-DOR ag: agonists of human mu-delta opioid receptor heterodimerization | activation, % at 9.3 µM | 0.3% of 340,000 active | cells, OPRM1-OPRD1 heterodimerization, luminescence | AID 504326 | P35372+P41143; in the data active means activation above about 18%;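 further: 0% = vehicle-treated cells and 100% = reference agonist; values of inactives mirror those of a sister screen read the other way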
Tat export inh: inhibitors of E. coli Tat protein transport; E. coli MC4100 TorA-mCherry Tat export, fluorescence; inhibition, % at 10 µM; 0.036% of 340,000 active; AID 488895;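 active means mean replicate inhibition at least 50% and at least half of replicates individually reaching 50%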;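 further: exported cargo escapes ClpAP degradation while cytoplasmic cargo is degraded and loses fluorescence; 0% = median of neutral control wells and 100% = median of NaSCN control wells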
E coli growth: counter-screen for AddAB inhibitors: E. coli growth inhibition; inhibition, % at 11.9 µM; 0.27% of 330,000 active; AID 449728; E. coli V3065 growth, OD600 absorbance, 18 h;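 active means inhibition above the campaign's mean inhibition across all tested compounds plus 3 SD, cut at about 9.9% in these data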;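 further: uninfected addAB+ strain grown without phage in ampicillin broth; 0% = DMSO wells and 100% = ciprofloxacin 0.95 µg/ml wells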
PfHsp90 yeast 2: growth inhibition of yeast expressing Plasmodium Hsp90; S. cerevisiae expressing PfHsp90, BacTiter-Glo ATP, 48 h; yeast lacking PDR1 and PDR3 efflux regulators; inhibition, % at 9.4 µM; 0.32% of 310,000 active; AID 504621;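 active means every replicate shows inhibition above about 80%, whatever the replicate mean, limit read from the data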;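 further: 0% = DMSO neutral controls and 100% = 20 µM radicicol positive controls; yeast relying on Plasmodium falciparum Hsp90 in place of its own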
Starred values were filed as active, the others as inactive; . = not tested or not shown. Compounds as they come; overall some 2.2% were active at least once.

Sequence of screens – HTR5A inv ag	PKA-R2B act	Mot1-301 SUMO	OPRM1-OPRD1 inv	AddAB inh	PKA-R1A act	phage Ecoli inh	MOR-DOR ag	Tat export inh	E coli growth	PfHsp90 yeast 2
CCOc1ccc(CCNC(=O)CN2C(=O)NC3(CCCCC3)C2=O)cc1OCC
  -4	1	-7	4	-0.2	1	1.3	-0.6	-2	1.1	-6
Nc1nonc1-c1noc(CCCCCN2C(=O)c3ccccc3C2=O)n1
  10	0	-4	3	-0.9	3	2.8	-0.6	1	0.6	28
CS(=O)(=O)c1ccccc1COC(=O)Nc1ccc(Cl)cc1
  -18	6	-9	-7	-0.6	1	2.6	1.1	-13	-2.9	-14
O=C(CSc1nc2ccc([N+](=O)[O-])cc2s1)NC1CCS(=O)(=O)C1 (centres undefined)
  1	-7	17	6	1.4	-8	2.9	-1.1	5	2.8	-14
C/C(=N\NC(=O)CNc1cccc(Cl)c1C)c1cccs1
  -12	3	-10	-2	1.0	-1	0.0	0.5	-4	-0.8	-15
CNC(=O)CN1C(=O)COc2ccc(S(=O)(=O)N3CCCCCC3)cc21
  -21	8	-11	10	2.9	-8	0.7	-1.9	-3	0.4	8
CC1CCCCN1C(=S)Nc1ccc2nc3n(c(=O)c2c1)CCCCC3 (centres undefined)
  4	1	-6	12	5.4	14	1.4	-1.9	-1	0.0	34
COc1ccc(C(C)=O)c(OC(=O)c2ccco2)c1
  -27	-7	-14	11	1.5	-7	2.5	-1.9	-2	-1.5	-11
CN1C(CC(=O)c2ccccc2)CCCC1CC(O)c1ccccc1 (centres undefined)
  -2	0	-14	-8	2.5	0	2.1	1.6	-2	0.2	-9
COc1ccc(/C=C/C(=O)NCCCc2ccccc2)cc1OC
  14	-8	25	9	4.6	1	0.8	-1.8	5	-0.3	11
COc1ccc(NC(=O)C2C(c3ccccc3)C2(Cl)Cl)cc1 (centres undefined)
  -1	-7	85	-3	2.9	-12	0.5	0.6	-4	1.8	-4
Cc1nc(CCN2C(=O)c3ccccc3C2=O)n[nH]1
  11	2	-13	8	3.1	11	3.3	-1.5	-10	-2.9	.
COc1cc(/C=N/NC(=O)c2cc3c(ccc4ccccc43)o2)cc(OC)c1O
  -43	-8	46	-48	-0.2	9	0.8	9.0	-1	-2.5	7
C=CCn1c2ccccc2c2nnc(SCCN3CCCCC3)nc21
  4	7	9	9	0.7	-4	2.0	-2.0	-6	0.7	3
Cc1ccnc(NC(=O)CN(C)S(=O)(=O)c2cccc3nsnc23)c1
  -24	-8	-14	8	2.4	-7	4.0	-1.4	-4	0.3	.
O=C(NCC(c1cccs1)N1CCOCC1)c1cc(-c2ccccn2)nc2ccccc12 (centres undefined)
  15	-4	27	-1	0.6	-4	4.8	0.1	-2	-4.0	12
COc1ccc(O)c(C(=O)CC(=O)c2cccnc2)c1
  0	-2	.	7	.	-1	1.3	-1.4	-11	.	-9
COc1cccc(C(c2nnnn2Cc2ccccc2)N2CCN(C(=O)c3ccco3)CC2)c1OC (centres undefined)
  -4	-2	-18	8	-0.5	-9	-1.7	-1.9	-3	-2.3	-4
COc1ccc(CCNC(=O)COc2ccc3c(C)cc(=O)oc3c2)cc1OC
  -17	-5	-11	10	2.7	-10	4.2	-1.6	-12	0.8	-7
Cc1c(Cl)cccc1NS(=O)(=O)c1cn(C)c(=O)n(C)c1=O
  -7	9	6	13	-1.0	5	2.5	-2.4	6	3.4	-24
COc1ccc([N+](=O)[O-])cc1NC(=S)NC(C)=O
  6	2	-17	12	4.7	-17	4.5	-2.2	-2	2.0	1
Cc1ccc(/C=N/n2c(-c3cccnc3)n[nH]c2=S)o1
  .	.	-1	.	2.6	.	2.1	.	-7	-0.5	17
CCCCCn1c(=S)[nH]c2cc(C(=O)N3CCN(C(=O)OCC)CC3)ccc2c1=O
  19	-9	-4	5	2.8	2	1.7	-0.8	2	0.3	7
COc1ccc(CCNC(=O)COC(=O)c2ccc(C)s2)cc1OC
  -1	1	7	-3	4.1	-3	4.3	0.8	2	0.0	-5
O=C(NCCC1=CCCCC1)C1CCC(CNc2nc(=S)[nH]c3ccccc23)CC1 (centres undefined)
  -12	-4	-16	-16	5.6	-8	0.6	3.1	6	-1.3	-4
Cc1cc(NC(=O)CSc2ncnc3sc(C)c(C)c23)no1
  6	-10	-15	11	3.5	-12	2.9	-2.3	-10	-1.7	-14
Cc1cc(OCC(=O)NCC(c2ccc(F)cc2)N2CCOCC2)ccc1Cl (centres undefined)
  3	2	10	10	1.6	5	-2.3	-2.5	11	1.1	.
CCOC(=O)C1=C(C)NC(=O)NC1c1ccc(Br)o1 (centres undefined)
  5	-10	-4	-2	-0.7	-6	1.2	0.3	7	0.1	-12
COc1ccc(-c2cnn(-c3ccccc3)c2N)cc1OC
  -3	-11	2	8	0.6	-2	3.2	-1.4	-2	-0.9	8
O=C(COC(=O)c1cc(S(=O)(=O)N2CCOCC2)ccc1Cl)NCCc1ccccc1
  6	10	-1	-1	1.4	-8	1.8	0.3	-2	-2.1	15
NC(=O)CC(NC(=O)Cc1ccc(Cl)cc1)c1ccc(NCCCN2CCCC2=O)c([N+](=O)[O-])c1 (centres undefined)
  -43	9	1	12	1.9	-1	0.2	-2.1	-2	0.0	-15
O=C(NCCC(=O)N1CCNC1=O)OCc1ccccc1
  -5	1	1	21	-0.9	3	1.4	-3.7	-2	0.2	-8
CCc1cc(C(=O)N2CCCC(C(=O)c3ccc(Oc4ccccc4)cc3)C2)n(C)n1 (centres undefined)
  -8	0	10	-8	1.5	9	0.6	1.4	6	0.1	1
O=S(=O)(NCCc1ccccc1)c1ccc(-n2cnnn2)cc1
  -5	0	2	18	3.4	-4	2.4	-3.4	-5	-1.0	37
Cn1c(=O)c2c([nH]c(=S)n2CCCc2ccccc2)n(C)c1=O
  11	-8	-4	-2	0.2	-9	-1.4	0.4	0	0.3	-8
Cc1nn(-c2ccccc2)c2nc(-c3cccs3)cc(C(=O)NN)c12
  -22	-7	8	-4	5.1	-10	3.2	0.7	5	1.9	-3
C=C1CCN([C@@H](CC(C)C)C(=O)NCCCc2ccccc2)S(=O)(=O)c2ccccc21
  -13	2	-4	8	0.6	10	1.4	-1.5	4	-1.2	.
CCSC(=Nc1ccccc1)Nc1ccccc1
  1	6	6	-34	1.6	-4	4.2	6.9	2	-0.4	-2
Oc1c(Br)cc(Br)cc1CNc1nccs1
  -27	6	14	1	.	1	-0.6	-0.2	-3	.	-19
O=C(NNC(=O)C1CC=CCC1)c1ccccc1O (centres undefined)
  -1	1	3	-19	-1.5	6	-0.6	3.7	-7	-2.0	7
CCCCn1nnnc1NCc1cc(OC)c(OC)cc1OC
  -22	3	-16	-7	2.2	5	2.5	1.4	-5	0.7	18
O=C(COC(=O)c1ccc(Br)o1)NC1CCCCC1
  0	-8	-1	5	3.1	3	1.7	-1.0	2	-0.2	-2
CCOC(=O)N1CCC(NC(=O)c2ccc(CO)c(C(=O)NC3CCN(C(=O)OCC)CC3)c2)CC1
  -7	-5	2	-3	-1.8	9	3.8	0.5	6	0.3	19
COc1cccc(OCc2nc3ccccc3c(=O)n2N)c1
  -5	2	-3	6	1.5	-3	.	-1.1	6	2.5	5
CCn1ncc(/C=N/NS(=O)(=O)c2ccc(Cl)cc2)c1C
  -30	12	8	5	1.4	1	3.3	-0.9	-4	0.3	14
COc1ccc(OC)c2c1cc(C(=O)N[C@H](C(=O)N1CCC[C@H]1C(=O)O)C(C)C)n2C
  15	-9	-8	-19	-1.3	-12	2.0	3.8	11	-2.5	17
COc1ccccc1OCC(=O)N1CCC2(CC1)CC(=O)c1ccccc1O2
  -34	-2	179	19	0.5	-1	3.8	-3.5	9	1.0	.
Cc1cc(C(=O)N2CCCC(CNS(=O)(=O)c3cccs3)C2)nn1C (centres undefined)
  4	5	-10	8	0.9	4	2.4	-1.5	-6	0.0	0
COc1ccc(CCC(C)NCc2ccccc2OC)cc1 (centres undefined)
  -14	-1	3	-12	5.3	-6	1.9	2.5	-13	-0.7	-8
Cc1ccc(NC(=O)C2CCCN(S(=O)(=O)c3cccc4cccnc34)C2)cc1 (centres undefined)
  1	8	-6	6	3.6	-2	0.8	-1.1	-8	-3.3	20
Cc1ccc(NC(=O)COc2cccnc2[N+](=O)[O-])cc1S(=O)(=O)N1CCCCC1
  21	-10	-6	-6	5.6	-1	3.3	1.2	3	-2.5	-15
O=C(CN1C(=O)S/C(=C\c2ccc(F)cc2)C1=O)NC1C=CS(=O)(=O)C1 (centres undefined)
  -10	-9	18	5	4.6	-1	2.0	-0.9	-3	-0.7	6
Cc1nn(-c2ccc(F)cc2)c(Cl)c1/C=C/C(=O)OCC(=O)Nc1ccc(F)cc1F
  22	8	-2	6	2.6	-10	1.0	-1.1	-1	0.3	15
CC(C)c1ccc(NC2CCCN(C(=O)CCn3cnnn3)C2)cc1 (centres undefined)
  -26	0	-12	5	2.3	-6	-1.5	-0.7	-2	1.8	5
Cc1cc(S(=O)(=O)NC2CC(C)(C)NC(C)(C)C2)c(Cl)cc1Cl
  7	3	11	11	1.8	-6	1.4	-2.2	4	1.3	4
CS(=O)(=O)ON=C1CCN(S(=O)(=O)c2ccccc2)CC1
  6	0	-12	10	2.5	-2	3.1	-1.8	6	0.3	9
COc1cccc(C(=O)Nc2ccc(NC(C)=O)cc2)c1
  0	-5	-7	10	2.1	4	3.3	-1.9	-9	3.0	11
CC(=O)Cc1nsc(NC(=O)c2c(-c3ccccc3Cl)noc2C)n1
  12	-1	5	4	4.0	4	2.1	-1.0	-6	2.0	-10
O=C(NCC(=O)N1CC=C(c2ccccc2)CC1)c1ccc(OC(F)F)cc1
  4	5	-16	5	-1.0	4	1.8	-1.3	-5	0.3	-9
CCOc1cc(CNn2cnnc2)cc(Cl)c1OCC(=O)NC(C)(C)C
  -19	-7	-1	-1	1.4	-4	2.4	0.2	-17	-0.2	-8

Next section.
Sequence of screens – HTR5A inv ag	PKA-R2B act	Mot1-301 SUMO	OPRM1-OPRD1 inv	AddAB inh	PKA-R1A act	phage Ecoli inh	MOR-DOR ag	Tat export inh	E coli growth	PfHsp90 yeast 2
Cc1ccccc1C(=O)c1ccc2c(c1)n(C)c(=O)n2C
  19	-6	-4	-2	1.5	0	-1.0	0.4	-5	-0.2	17
CCN(CC)CCNC(=O)CNC(=O)c1nn(-c2ccc(OC)c(OC)c2)c(=O)c2ccccc12
  16	-10	-16	15	0.3	4	-0.6	-3.3	4	-2.6	-11
COc1cc(NC(=O)c2cccs2)ccc1NC(=O)c1cc2ccccc2o1
  11	-9	62	-30	-2.5	-2	3.4	5.9	-12	2.8	19
CCCNC(=O)C1CCN(c2nc(C)cc(C)n2)CC1
  -18	-1	-18	16	2.4	-6	2.0	-3.0	-2	1.3	3

Assay outcomes from PubChem BioAssay.
